# PPARg SRC3 recr – agonists of human PPARgamma SRC-3 coactivator recruitment; activation, % at 8 µM; biochemical PPARgamma/SRC-3 coactivator recruitment assay; AID 731; P37231; 200,000 tested, 0.26% active; in the data active means activation above about 23%;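 further: 0% = DMSO and 100% = reference agonist; some compounds past the cut are filed as inactive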
# Target sequence (P37231 whole entry, looked up): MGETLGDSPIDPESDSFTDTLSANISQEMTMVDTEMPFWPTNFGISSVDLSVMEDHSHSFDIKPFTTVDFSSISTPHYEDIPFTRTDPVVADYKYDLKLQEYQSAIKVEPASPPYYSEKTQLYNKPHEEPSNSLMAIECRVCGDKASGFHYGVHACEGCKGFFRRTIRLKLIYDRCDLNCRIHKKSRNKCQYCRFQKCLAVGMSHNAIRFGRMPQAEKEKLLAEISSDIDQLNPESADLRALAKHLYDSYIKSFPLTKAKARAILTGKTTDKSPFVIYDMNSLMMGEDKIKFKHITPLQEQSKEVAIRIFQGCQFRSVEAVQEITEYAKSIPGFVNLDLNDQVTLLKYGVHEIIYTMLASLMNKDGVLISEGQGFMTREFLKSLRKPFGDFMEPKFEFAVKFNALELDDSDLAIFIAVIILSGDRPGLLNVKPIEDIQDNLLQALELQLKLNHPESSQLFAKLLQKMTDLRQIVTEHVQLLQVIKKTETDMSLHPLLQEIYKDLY
# STAT3 blocker – STAT3 signaling inhibition. U3A cells, IL-6 STAT3-luciferase reporter, luminescence; host cell line lacks STAT1. inhibition, % at 5.5 µM. 190,000 tested, 0.89% active. AID 862;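 active means inhibition above the mean inhibition across all screened compounds plus 3 SD, cut at about 44% in these data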;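 further: 0% = DMSO only wells and 100% = 100 µM nifuroxazide control wells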
# STAT1 blocker – reduces IFN-gamma driven STAT1 reporter signal. NIH 3T3 STAT1-luciferase reporter, luminescence. inhibition, % at 5.5 µM. 200,000 tested, 0.35% active. AID 920;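 active means inhibition above a set limit, the mean inhibition across all tested compounds plus 3 SD, cut at about 34% in these data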;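 further: 0% = IFN-gamma with DMSO and 100% = IFN-gamma with 300 µM nifuroxazide; values of inactives mirror those of a sister screen read the other way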
# TR-FRET SRC-2 ct – counter-screen for PPARgamma SRC-2 recruitment agonists: TR-FRET artefact; active compounds read high; TR-FRET ratio at 8 µM; 200,000 tested, 0.4% active; in the data active means TR-FRET ratio above about 2000; further: inactives centre near 1500
# TNAP act hiacc – increases human TNAP activity under high phosphate acceptor concentration. purified TNAP, CDP-star luminescence, 1 M DEA, 30 min; active compounds read high; 0 = EDTA background, 1 = DMSO-only activity. activation factor at 20 µM. 200,000 tested, under 10 active;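 active means activation factor at least 2 at 20 µM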
# Target sequence (P05186 whole entry, looked up): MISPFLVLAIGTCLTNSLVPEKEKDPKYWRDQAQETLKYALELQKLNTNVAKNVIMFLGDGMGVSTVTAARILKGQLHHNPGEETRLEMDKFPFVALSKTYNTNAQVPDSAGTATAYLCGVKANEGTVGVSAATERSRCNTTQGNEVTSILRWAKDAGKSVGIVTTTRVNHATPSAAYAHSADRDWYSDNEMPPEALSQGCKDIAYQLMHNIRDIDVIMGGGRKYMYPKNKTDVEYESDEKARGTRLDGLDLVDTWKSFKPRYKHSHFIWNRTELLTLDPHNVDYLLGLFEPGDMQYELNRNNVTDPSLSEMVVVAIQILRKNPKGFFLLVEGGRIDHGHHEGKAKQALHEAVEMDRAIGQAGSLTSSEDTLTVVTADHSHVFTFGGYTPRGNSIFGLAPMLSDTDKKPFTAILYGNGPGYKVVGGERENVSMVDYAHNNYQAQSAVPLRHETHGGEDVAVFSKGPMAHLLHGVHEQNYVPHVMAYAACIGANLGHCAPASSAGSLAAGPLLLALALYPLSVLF
#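 Measured by: Luminescent substrate turnover signal | Test system: Human TNAP | Input: TNAP 1/800 final | Dosing: 20 µM single point | Schedule: 30 min, room temperature | Controls: EDTA wells as negative control, DMSO wells as positive control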
# PPARg SRC1 recr – agonists of human PPARgamma SRC-1 coactivator recruitment | P37231 | PPARgamma-SRC-1 coactivator recruitment biochemical assay | activation, % at 8 µM | 200,000 tested, 0.41% active | AID 631; in the data active means activation above about 19%;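 further: 0% = DMSO and 100% = reference agonist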
# bIAP inh – intestinal alkaline phosphatase (bovine) inhibition; purified bovine IAP, CDP-star luminescence, 30 min; inhibition, % at 20 µM; AID 1019; 190,000 tested, under 10 active;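 active means over 50% inhibition of intestinal alkaline phosphatase at 20 µM in the single-dose screen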
#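 Assay system: bovine IAP enzyme; medium: DEA buffer 100 mM, pH 9.8, with MgCl2 1.0 mM, ZnCl2 0.02 mM; doses: 20 µM single dose; incubation: enzyme reaction for 30 min at room temperature; detection: CDP-star luminescence signal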
# STAT3 activator – STAT3 signaling activation; activation (% of control), % at 5.6 µM; 190,000 tested, 0.91% active; U3A cells, IL-6 STAT3-luciferase reporter, luminescence; 100% = signal with IL-6 EC80 alone;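 active means activation above the screen-wide mean of compound activation plus 3 SD, cut at about 130% in these data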;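 further: 0% = background luminescence of wells with medium and substrate only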
#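 Material: STAT3-luciferase reporter U3A cells. Controls: IL-6-treated wells, 100% activation. Read-out: % activation versus median of IL-6-stimulated wells. Probe or stimulus: IL-6 stimulus at 33 ng/mL final. Timing: compound 1 h, then IL-6 6 h at 37 °C. Signal: reporter luminescence signal.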
# bIAP activator – intestinal alkaline phosphatase (bovine) activation. purified bovine IAP, CDP-star luminescence, 30 min; active compounds read high; fold of DMSO-control signal, blank-subtracted. activation factor at 20 µM. 200,000 tested, 0.17% active. AID 1016;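 active means activation factor of 2 or more at 20 µM, a signal rise over negative controls twice the positive control's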
# PPARg SRC-2 ag – agonists of SRC-2 recruitment by human PPARgamma; P37231; PPARgamma LBD-SRC-2 recruitment, biochemical; activation, % at 8 µM; 200,000 tested, 0.34% active; AID 1032; in the data active means activation above about 22%;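 further: 0% = vehicle and 100% = reference agonist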
# ROMK mod – human ROMK K+ channel modulation, primary screen; 130,000 tested, 2% active; B-score at 10 µM; P48048; Tet-inducible ROMK, thallium flux fluorescence; actives lie on both sides;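 active means signal ratio slope over the read window, or its plate-corrected B-score, at least 3 SD from the plate mean, either direction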;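 further: B-score of the F/F0 ratio slope over 7 to 12 s after thallium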
# * = called active by the depositor; . = not tested or not shown.
SMILES,PPARg SRC3 recr,STAT3 blocker,STAT1 blocker,TR-FRET SRC-2 ct,TNAP act hiacc,PPARg SRC1 recr,bIAP inh,STAT3 activator,bIAP activator,PPARg SRC-2 ag,ROMK mod
O=C(O)CCN1C(=O)c2ccc(NC(=O)CSc3ccccc3)cc2C1=O,-3,-8,-4,1537,1,-3,4,110,1,-2,.
CC(C)(C)n1nnnc1C(c1cccnc1)N1CCOCC1 (centres undefined),-3,7,-1,1620,1,0,-6,98,1.1,-5,0.39
CC(SCc1ccccc1)C(=O)NC1CCCC1 (centres undefined),13,4,2,1734,1,-6,-2,101,1,13,.
O=C(O)C1CCN(C(=O)NC2CCCCC2)CC1,-6,7,-4,1607,1,-3,9,99,0.9,0,.
CC1CCCN(C(=O)c2ccc3c(c2NCCO)C(=O)c2ccccc2C3=O)C1 (centres undefined),17,8,6,1480,0.8,8,30,97,0.7,15,-2
Cc1ccc(NC(=O)CSC2=NN3CCCC(=O)N=C3S2)c(C)c1,-6,.,1,1552,1.1,0,5,.,1,2,.
COC(=O)C(CO)NC(=O)C(C)NC(=O)CNC(=O)OCc1ccccc1 (centres undefined),-6,-2,-9,1548,1,0,3,104,1,-5,0.26
CN(CCOC(=O)/C=C/c1ccco1)Cc1ccccc1,1,12,0,1639,1,3,4,95,1,7,0.19
CCOC(=O)N1CCC(NC(=O)CCN2C(=O)COc3ccccc32)CC1,-8,-8,-7,1422,1,-4,-3,110,1,-22,.
CNC(=O)c1nc(C)n(-c2cc(Cl)cc(Cl)c2)n1,3,7,5,1690,1,6,7,102,0.9,6,.
CCOC(=O)Cc1csc(NC(=O)COc2ccc(N(C)S(=O)(=O)c3cccs3)cc2)n1,2,22,6,1372,1,0,8,85,0.9,3,-1.4
O=c1n(-c2cccc(Cl)c2)c(=O)n2n1CCC2,-4,-1,-3,1522,1,-3,3,102,1,2,-0.016
COc1ccc(CNC(=O)CS(=O)Cc2nc(-c3ccc(C)cc3)oc2C)cc1 (centres undefined),4,7,3,1664,1.1,11,1,101,1,4,.
CC(On1nnc2ccccc21)C(=O)N1CCN(Cc2ccccc2)CC1 (centres undefined),1,2,4,1605,1,-10,13,103,0.9,-1,0.33
CN(CC(=O)Nc1ccccc1C(=O)N1CCCC1)S(=O)(=O)c1ccc(Br)cc1,4,-1,6,1683,1,3,0,100,1,-2,0.63
O=C(CSc1nnc(-c2ccncc2)o1)N1CCCC1,-4,4,0,1463,1,-2,-4,101,1,-6,1.8
CCN(C(=S)Nc1cccnc1)c1cccc2ccccc12,2,-34,4,1459,1,2,-3,137*,1,7,0.4
CCOc1cc(N2CCOCC2)c(OCC)cc1NC(=O)c1cc(C)nc2ccccc12,3,10,16,1617,1,6,-12,94,1.1,-2,-0.62
CC(C)(C)CC(=O)NC(=S)Nc1ccccc1[N+](=O)[O-],-3,-11,-7,1407,1,-4,0,114,1,7,-0.73
CC(C)(C)C(=O)NC(=S)Nc1cccc(C(=O)O)c1,0,-19,-33,1512,1,-6,1,123,1,-1,0.15
CCN(CC(=O)Nc1ccc(Cl)c(C(F)(F)F)c1)CC(=O)NC1CCS(=O)(=O)C1 (centres undefined),1,6,8,1359,1,-8,-22,99,1.2,-4,-0.083
CN(CC1CCCO1)S(=O)(=O)c1ccc(C(=O)Nc2nc3cc4c(cc3s2)OCO4)cc1 (centres undefined),4,82*,7,1631,.,9,.,37,.,23*,.
O=C(Oc1ccc(Cl)c2cccnc12)N1CCOCC1,7,8,-5,1544,1,2,-1,98,1,-3,.
CCC(C)Nc1nc(CN2CCOCC2)nc2sc3c(c12)CCC3 (centres undefined),-10,-3,-3,1279,1.1,3,7,100,0.9,-1,0.2
O=C(Nc1ccc(Cn2cccn2)cc1)c1ccc(COc2cccc(Br)c2)cc1,8,1,13,1517,1.1,-3,.,98,0.5,4,-0.063
# Carrying on:
SMILES,PPARg SRC3 recr,STAT3 blocker,STAT1 blocker,TR-FRET SRC-2 ct,TNAP act hiacc,PPARg SRC1 recr,bIAP inh,STAT3 activator,bIAP activator,PPARg SRC-2 ag,ROMK mod
CNc1nc(Nc2ccccc2)nc(OCC(F)(F)F)n1,0,0,10,1800,1,8,-8,105,1.1,3,-0.14
C(=Nc1ccc(Nc2ccccc2)cc1)c1ccc2ccccc2c1,-6,0,-8,1487,0.9,4,6,100,0.9,9,0.096
CCOC(=O)CCc1nc2ccccc2[nH]c1=O,5,-4,8,1446,1.1,-1,8,107,0.9,-2,.
CCCn1c(-c2ccc[nH]c2=O)nc2cc(C)c(C)cc21,0,1,-23,1608,1.1,7,3,104,1,4,0.31
CSc1ncccc1C(=O)OCC(=O)N(C)C1CCS(=O)(=O)C1 (centres undefined),3,3,-4,1515,1,3,11,98,0.9,4,0.79
COc1ccc(N2CCN(C(=O)C3CCN(S(=O)(=O)c4ccc(C)cc4)CC3)CC2)cc1,3,5,1,1513,1,0,-21,100,1.2,6,0.0024
COC(=O)c1ccc(CSc2n[nH]c(=S)s2)o1,4,-8,-1,1610,0.9,2,12,105,0.9,3,-0.39
CCNS(=O)(=O)c1ccc(CCC(=O)NCCc2ccc(OC)cc2)cc1,7,11,3,1486,1,5,-20,99,1.2,0,-1
CCCCCC(=O)Nc1ccc(Cc2ccncc2)cc1,6,15,-1,1546,1,-10,4,90,1,11,-0.34
COc1ccc(/C=C/C(=O)NC(=S)NNC(=O)c2cccnc2)cc1OC,5,5,-3,1518,1,-2,-31,97,1.3,2,.
COc1cccc(-c2cc(C(=O)N3CCN(Cc4ccccc4)CC3)no2)c1,2,11,1,1649,1,1,-3,95,1,3,.
CC1(C(=O)NCc2cccnc2)CCC(=O)N1CCc1ccccc1 (centres undefined),11,2,4,1730,1,6,37,103,0.6,14,.
Oc1ccc(/C=N/n2cnn(Cc3ccccc3Cl)c2=S)c(O)c1,5,-1,-6,1669,1,0,12,99,0.9,-8,0.3
Cc1ccc(OCc2ccc(C(=O)N3CCOCC3)cc2)cc1C,2,-12,-39,1671,1.1,1,6,112,0.9,8,-0.81
CN(C(=O)c1ccc(C#N)cc1)c1nnc(-c2ccccn2)s1,7,6,-8,1460,1,-9,-14,98,1.1,5,-0.087
O=C(CNc1ccc(Cl)cc1)c1ccc(Br)cc1,6,14,-24,1755,1,11,11,92,0.9,8,2.7*
CN(C)c1nc(N)nc(CSc2nnnn2-c2ccccc2)n1,0,13,-1,1648,1,-3,9,95,0.9,9,1.3
CCn1c(-c2csc(C(C)C)c2)n[nH]c1=S,0,4,-6,1548,1,0,31,99,0.7,-3,-0.57
CC1CCN(Cc2ccc(NC(=O)CC3Oc4ccccc4NC3=O)cc2)CC1 (centres undefined),-1,9,1,1650,1,4,-3,100,1,-2,.
Cc1cc(C)n(-c2ccc3nncn3n2)n1,1,8,-3,1674,1,3,5,95,0.9,4,-0.23
CCCCC(CC)CNC(=O)CCS(=O)(=O)c1cccc2nsnc12 (centres undefined),5,3,-7,1566,1,6,7,101,0.9,2,.
COc1ccc(C(=O)C2CCN(S(=O)(=O)c3ccc4c(c3)OCCO4)CC2)cc1,4,2,1,1631,0.9,2,9,102,0.9,-3,-1.9
Nc1ccn(-c2ccccc2)c(=O)c1,-2,1,3,1521,1.1,-1,-6,101,1.1,-10,0.62
Cc1cc(C)c2nc(N3CCCC(C(=O)N4CCC(C(N)=O)CC4)C3)sc2c1 (centres undefined),-9,4,-3,1492,1.1,-8,-15,101,1.1,3,.
CC(Oc1ccccc1)C(=O)OCC(=O)NC(=O)NCc1ccco1 (centres undefined),-5,-2,0,1449,1.1,2,3,107,1,4,.
# (continued)
SMILES,PPARg SRC3 recr,STAT3 blocker,STAT1 blocker,TR-FRET SRC-2 ct,TNAP act hiacc,PPARg SRC1 recr,bIAP inh,STAT3 activator,bIAP activator,PPARg SRC-2 ag,ROMK mod
Fc1cnc(N2CCOCC2)nc1N1CCOCC1,-1,8,2,1638,1,5,7,98,0.9,2,0.088
CC1=NNC(=O)c2ccccc2O1,-4,-22,4,1603,1.1,11,2,124,1,-3,0.49
Cc1ccc(C2CC2c2n[nH]c(=S)n2-c2cccc(C)c2)cc1 (centres undefined),-2,15,10,1516,1,-2,-4,92,1,-1,-0.96
CCOC(=O)C1CCCN(C2CCN(Cc3nc(Cc4ccccc4)no3)CC2)C1 (centres undefined),-2,9,-1,1344,1,2,-11,96,1.1,-1,.
CCCCCC/C(=N/O)c1ccccn1,-8,9,-2,1484,1,-5,-10,101,1.1,-3,.
O=[N+]([O-])c1cccc(C(=S)N2CCN(c3ccc(F)cc3)CC2)c1,1,20,6,1697,1,1,10,87,0.9,6,-0.34

# 10 entries from above in another layout:
SMILES	PPARg SRC3 recr	STAT3 blocker	STAT1 blocker	TR-FRET SRC-2 ct	TNAP act hiacc	PPARg SRC1 recr	bIAP inh	STAT3 activator	bIAP activator	PPARg SRC-2 ag	ROMK mod
COc1ccc(C(=O)C2CCN(S(=O)(=O)c3ccc4c(c3)OCCO4)CC2)cc1	4	2	1	1631	0.9	2	9	102	0.9	-3	-1.9
Nc1ccn(-c2ccccc2)c(=O)c1	-2	1	3	1521	1.1	-1	-6	101	1.1	-10	0.62
Cc1cc(C)c2nc(N3CCCC(C(=O)N4CCC(C(N)=O)CC4)C3)sc2c1 (centres undefined)	-9	4	-3	1492	1.1	-8	-15	101	1.1	3	.
CC(Oc1ccccc1)C(=O)OCC(=O)NC(=O)NCc1ccco1 (centres undefined)	-5	-2	0	1449	1.1	2	3	107	1	4	.
Fc1cnc(N2CCOCC2)nc1N1CCOCC1	-1	8	2	1638	1	5	7	98	0.9	2	0.088
CC1=NNC(=O)c2ccccc2O1	-4	-22	4	1603	1.1	11	2	124	1	-3	0.49
Cc1ccc(C2CC2c2n[nH]c(=S)n2-c2cccc(C)c2)cc1 (centres undefined)	-2	15	10	1516	1	-2	-4	92	1	-1	-0.96
CCOC(=O)C1CCCN(C2CCN(Cc3nc(Cc4ccccc4)no3)CC2)C1 (centres undefined)	-2	9	-1	1344	1	2	-11	96	1.1	-1	.
CCCCCC/C(=N/O)c1ccccn1	-8	9	-2	1484	1	-5	-10	101	1.1	-3	.
O=[N+]([O-])c1cccc(C(=S)N2CCN(c3ccc(F)cc3)CC2)c1	1	20	6	1697	1	1	10	87	0.9	6	-0.34

# Screening results deposited in PubChem BioAssay by several laboratories.
